# West Nile antiviral: West Nile virus antiviral activity, cell-based, CPE readout (AID 1621) | West Nile virus-infected cells, CPE inhibition; higher % means a stronger effect | CPE inhibition, % at 10 µM, or IC50 in µM where a hit was titrated | hit rate 0.02% among 290,000; in the data active = a potency from the dose series; inconclusive = CPE inhibition mostly from about 3.7% at the one dose, without a potency; inactive = the rest, 99 in 100 with CPE inhibition below about 2.2%; also: strong numbers were not always called active
# RSV CPE inhibition: RSV antiviral activity via CPE protection, HEp-2 cells, primary 10 µM value included (AID 2391); HEp-2 cells, RSV-induced CPE inhibition; higher % means a stronger effect; CPE inhibition, % at 10 µM; hits with a dose series show IC50 in µM; hit rate 0.13% among 310,000; in the data active = a potency from the dose series; inconclusive = CPE inhibition mostly from about 23% at the one dose, without a potency; inactive = the rest, 99 in 100 with CPE inhibition below about 21%; also: strong numbers were not always called active
# NTR1 ag: NTR1-driven beta-arrestin-GFP spot formation – imaging, U2OS cells, high content, primary screen (AID 493036); P30989; agonist mode; activation, % at 20 µM; hit rate 0.17% among 330,000;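 active = activation at or above 40% of the spot to cytoplasm intensity ratio, with at least 20 cells analyzed; inconclusive = wells under 20 cells, flagged as cytotoxic or low count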;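 also: 0% = DMSO without peptide and 100% = 100 nM NTR1 peptide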
# Target sequence (P30989 whole entry, looked up): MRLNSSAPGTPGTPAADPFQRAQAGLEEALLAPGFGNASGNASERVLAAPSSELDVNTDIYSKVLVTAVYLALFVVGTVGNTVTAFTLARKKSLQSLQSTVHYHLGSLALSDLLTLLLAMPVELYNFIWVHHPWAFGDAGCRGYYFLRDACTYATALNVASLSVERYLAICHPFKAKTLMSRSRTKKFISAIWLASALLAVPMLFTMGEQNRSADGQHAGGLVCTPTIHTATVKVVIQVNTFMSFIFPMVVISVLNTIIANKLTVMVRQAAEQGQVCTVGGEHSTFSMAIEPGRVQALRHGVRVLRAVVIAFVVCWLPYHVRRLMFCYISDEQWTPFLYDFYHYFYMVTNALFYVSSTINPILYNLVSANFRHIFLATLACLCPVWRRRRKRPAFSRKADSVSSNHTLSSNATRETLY
# Rac1 GTP hydrolysis: MgcRacGAP GTPase-activating activity inhibitors, confirmation, biochemical, ADP Hunter fluorescence; MgcRacGAP-stimulated Rac1 GTP hydrolysis, ADP Hunter fluorescence; higher % means a stronger effect; GST-tagged Rac1 F28L mutant substrate; inhibition, % at 30 µM; hits with a dose series show IC50 in µM; hit rate 0.6% among 340,000;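 active = first-screen hits whose inhibition reached a set limit at any dose in the follow-up dose series; inconclusive = inhibition above the set first-screen limit but never retested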;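 also: fluorescence reports GDP produced by GAP-driven GTP hydrolysis; strong numbers were not always called active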
# Large T inhibition: SV40 large T antigen inhibitors, biochemical (AID 1903); SV40 large T antigen ATPase/helicase inhibition assay; higher % means a stronger effect; inhibition, % at 20 µM; hits with a dose series show IC50 in µM; hit rate 0.39% among 310,000; in the data active = a potency from the dose series; inconclusive = inhibition mostly from about 32% at the one dose, without a potency; inactive = the rest, 99 in 100 with inhibition below about 32%; also: strong numbers were not always called active
# UTI89 phage lysis: inhibition of K1F phage lysis, E. coli UTI89, bacterial capsule biogenesis inhibitors, alamar blue (AID 488966); E. coli UTI89 K1F phage lysis, alamar blue, 2 h; higher % means a stronger effect; inhibition, % at 100 µM; hits with a dose series show IC50 in µM; hit rate 0.02% among 340,000;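 active = phage lysis inhibition, versus mean bacterial control, above a set limit; inconclusive = no clear call, values can overlap the other calls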;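 also: capsule biogenesis inhibitors block K1F phage lysis so surviving cells raise fluorescence; higher fluorescence means more inhibition of phage lysis; actives were called in the ten point dose series up to 300 µM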
# NS5 inhibitors: flavivirus cap methylation enzyme inhibition – biochemical, confirmation dose response, primary screen (AID 588689) | hit rate 0.3% among 340,000 | one-dose inhibition, % at 25 µM; IC50 in µM for titrated hits | Dengue-2 NS5 methyltransferase capping enzyme assay, biochemical; higher % means a stronger effect; in the data active = a potency from the dose series; inconclusive = inhibition above about 29% without an active follow-up result
# AID2073: disruptors of CaV2.2 binding to Mint1 – biochemical, HTRF (AID 2073). HTRF protein-protein interaction, Mint1-CaV2.2; higher % means a stronger effect. one-dose inhibition, % at 20 µM; IC50 in µM for titrated hits. hit rate 0.19% among 290,000; in the data active = inhibition mostly above about 51%, no sharp cut-off; inconclusive = no clear call, values can overlap the other calls; inactive = mostly below about 53%; also: some results filed as inactive read as strong as hits
# Siah-1 displacement: Siah-1 peptide-binding antagonists, primary screen, biochemical, fluorescence polarization, rhodamine-plectin, uHTS (AID 1817) | hit rate 0.02% among 290,000 | Siah-1 / rhodamine-plectin peptide fluorescence polarization; higher % means a stronger effect | displacement, % at 20 µM; hits with a dose series show IC50 in µM;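 active = displacement of at least 50% at 20 µM, with a fluorescence ratio check between 0.3 and a set limit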;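 also: plate controls were Siah plus tracer with DMSO for no effect and tracer alone without Siah for full effect; strong numbers were not always called active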
# NTR1 ag cell count 20 µM: recorded beside NTR1 ag, whose call it bears; cell count; measured here: cell count, cytotoxicity flag
# * hit, by the source's call; i = inactive; ? = inconclusive; · = no result given; [ ] = dose if it differs, or a comment.
SMILES,West Nile antiviral,RSV CPE inhibition,NTR1 ag,NTR1 ag cell count 20 µM,Rac1 GTP hydrolysis,Large T inhibition,UTI89 phage lysis,NS5 inhibitors,AID2073,Siah-1 displacement
CCOC(=O)c1cc(-c2ccccc2)sc1NC(=O)C(C)Sc1nnc(C)s1 (stereo not drawn),-1.9%,12%,1.0,110,11%,6%,0.3%,-13%,8%,4%
Cc1cc(C)c(C)c(C(=O)COC(=O)CNC(=O)CNC(=O)c2ccco2)c1C,-0.2%,1.2%,1.3,51,-5%,17%,-0.4%,-3%,4%,-5%
O=C(NCCCn1ccnc1)c1cccnc1,0.1%,0.1%,-1.6,89,10%,2%,6.5%,-14%,-6%,10%
COc1ccc(NC(=O)c2cc3ccc4c5ccccc5[nH]c4c3cc2O)cc1,-1.1%,0.5%,-1.6,78,6%,1%,0.1%,-3%,9.6µM*,-6%
C#CCn1cc(C=C2C(=O)c3ccccc3C2=O)c2ccccc21,-0.9%,·,·,·,-37%,-33%,-0.3%,0%,19%,1%
CCCCn1c(-c2csc3c2CCCC3)n[nH]c1=S,-0.8%,-1.6%,4.2,61,·,-13%,·,·,-26%,-4%
N#CC1(P(=O)(c2ccccc2)c2ccccc2)CC1,0.1%,1.4%,-1.4,68,6%,5%,-0.5%[50 µM],-6%,2%,1%
Cc1ccnc(-n2sc3ccccc3c2=O)n1,·,15%,-2.5,49,?,12µM*,-3.0%,-51%,-26%,-5%
CC1(C)Cc2c(sc(NC(=O)C(=O)N3CCCC3)c2C(=O)O)CO1,0.1%,0.4%,-0.2,49,9%,5%,0.2%,-1%,28%,3%
CC1CCCN(S(=O)(=O)Cc2ccc(Cl)cc2)C1 (stereo not drawn),0.0%,1.9%,1.1,58,5%,-1%,3.1%,2%,15%,0%
O=C(c1ccc(Cl)c(S(=O)(=O)N2CCOCC2)c1)N(Cc1ccco1)Cc1cccs1,·,·,1.5,48,2%,·,0.3%[50 µM],-9%,·,·
O=c1c2ccccc2cnn1Cc1ccc(Br)cc1F,-0.2%,0.8%,2.0,38,7%,6%,0.0%,-8%,7%,4%
CC1=C(C(=O)OC(C)C)C(c2cccnc2)C2=C(CC(C)(C)CC2=O)N1 (stereo not drawn),-0.6%,-0.9%,-0.7,35,4%,11%,0.3%,-6%,21%,-1%
CN(C)S(=O)(=O)c1cccc(NC(=O)CSc2nc3ccccc3[nH]2)c1,-1.3%,7.3%,0.6,21,2%,13%,-0.3%,-4%,11%,4%
CC(=O)N1CC(=O)N(Cc2ccccc2)/C(=C/c2ccccc2)C1=O,0.1%,1.2%,1.5,46,7%,13%,0.3%,4%,7%,-1%
CCn1nc(C(=O)NCc2ccco2)c(Cl)c1Cl,-0.5%,0.8%,2.7,54,4%,6%,-0.3%,5%,3%,8%
CN(C(=O)CSc1nnc(CNC(=O)c2ccccc2)o1)c1ccccc1,-0.9%,1.9%,0.1,65,9%,17%,1.5%[50 µM],-2%,2%,4%
CC(C)(C)C(=O)COC(=O)C1=NN(c2ccccc2)C(=O)CC1,0.8%,0.8%,-1.6,73,·,2%,0.2%,-3%,0%,-5%
Cc1ccc(O)c(C(=O)c2cnc(/N=C(\N)N(C)C)nc2)c1,-0.3%,1.6%,0.4,36,4%,0%,-0.8%,-4%,9%,-4%
Cc1ccc(C)c(-n2[nH]c3c4c(ccc3c2=O)C(=O)c2ccccc2C4=O)c1,-0.8%,-1.6%,0.1,54,4%,1%,1.6%[50 µM],-1%,2%,3%
CCc1ccccc1NC(=O)CN1CCN(CC(=O)NCc2ccc(Cl)cc2)CC1,·,1.0%,2.1,67,7%,·,0.3%[50 µM],-8%,·,·
CCC(=O)Nc1cccc(C(=O)N(Cc2ccccc2)Cc2ccccc2)c1,-1.5%,2.4%,1.4,67,15%,12%,2.0%,·,9%,6%
Cn1c(=O)c2c(ncn2CCCNC2=CC(C)(C)CC(=O)C2)n(C)c1=O,0.2%,·,·,·,·,8%,·,·,13%,-2%
Cc1cc(CN(C)Cc2c(C(=O)N3CCCCCCC3)nc3ccc(Cl)cn23)n[nH]1,-0.2%,1.1%,0.9,93,1%,6%,0.3%,-5%,9%,1%
COc1ccc(S(=O)(=O)NCC(=O)N(CC(=O)NCc2ccco2)C2CCCC2)cc1,-0.9%,1.1%,1.0,51,3%,8%,-0.3%,-6%,5%,-3%
O=C(CC1Nc2cccc3cccc(c23)NC1=O)Nc1ccccc1 (stereo not drawn),-0.5%,2.2%,-0.7,41,28%,20%,-1.6%[50 µM],10%,49%,i
Cn1ncc(Br)c1NC(=O)CSc1ccc(Cl)cc1,-0.3%,·,1.6,52,13%,13%,-0.2%,2%,6%,-3%
O=C(NC1CCCC1)C(c1ccncc1)N(C(=O)c1csnn1)c1cccc(F)c1 (stereo not drawn),0.1%,-0.1%,-1.5,44,8%,10%,0.3%,-2%,1%,0%
O=C(COc1ccc(Cl)cc1Cl)Nn1c(=S)[nH]c2ncccc2c1=O,0.1%,2.2%,2.8,55,5%,8%,0.0%,-4%,10%,-1%
Clc1ccc(-c2nc3ccccn3c2CN2CCOCC2)cc1,0.1%,2.8%,0.3,81,4%,-2%,-0.1%,-8%,14%,-5%
O=C(NCCCCCCNC(=O)c1ccccc1O)c1ccccc1O,-1.1%,17%,0.2,52,13%,3%,0.0%,-1%,18%,2%
Cn1cccc1/C=N/N1CCN(c2ccccc2)CC1,-1.1%,2.7%,-0.7,101,84µM*,26%,0.5%,·,-11%,-6%
Cc1cccnc1NC(=S)Nc1ccc(Br)cc1Cl,-0.4%,2.3%,3.3,38,2%,4%,0.5%,-8%,43%,-6%
C/C(CCc1ccccc1)=N\NC(=S)NCCc1ccccc1,-0.6%,1.6%,6.1,45,2%,46%,0.3%,-4%,-16%,-7%
O=C(O)C1C2C=CC(C2)C1C(=O)OCC1CCCO1 (stereo not drawn),-1.0%,2.7%,0.4,50,6%,21%,0.1%,-1%,-2%,4%
N/C(=N\OS(=O)(=O)c1cccc([N+](=O)[O-])c1)c1ccncc1,-0.5%,0.3%,0.7,70,3%,14%,0.1%,4%,3%,-9%
Cc1cc(C)n(C(=O)Cn2nc(C)c(Br)c2C)n1,1.4%,0.9%,0.2,56,13%,8%,-0.9%,-8%,2%,1%
Oc1cccc(C(O)CNCc2ccc(OCc3ccc(Cl)cc3Cl)cc2)c1 (stereo not drawn),-0.8%,-3.2%,5.4,51,5%,6%,-3.3%,2%,2%,14%
Cc1ccccc1CSc1ccc(-c2ccc3c(c2)OCO3)nn1,-0.1%,20%,1.2,94,5%,0%,1.8%[50 µM],-4%,3%,12%
C/C(=N\NC(=O)c1ccc2ccccc2c1)c1cccs1,-0.2%,0.0%,-0.2,65,12%,7%,0.0%,-6%,17%,6%
O=C(Oc1ccc(-c2cn3c(n2)SCC3)cc1)c1ccccc1,0.1%,0.1%,9.8,62,11%,5%,0.2%,-1%,-5%,2%
NCCCC[C@H]1CNC(=O)C(=O)N1CCC12CC3CC(CC(C3)C1)C2,-0.2%,1.8%,-5.2,72,8%,9%,0.8%,-2%,4%,7%
CNC(=S)NNC(=O)c1ccc(=O)n(Cc2ccc(Cl)cc2Cl)c1,-1.1%,10%,-0.8,45,4%,15%,0.3%,11%,-10%,-10%
Cn1cc(Cl)c(C(=O)NNC(=S)NC2CCCCC2)n1,0.3%,1.3%,-0.5,59,7%,13%,2.7%,-6%,-22%,9%
CN(C)CCNc1nc2c(c(=O)[nH]c(=O)n2C)n1CC(O)COc1ccc(Cl)cc1Cl (stereo not drawn),0.0%,-1.2%,-0.8,58,10%,8%,-0.3%,4%,4%,-3%
O=C(NCc1cccs1)C1CCN(S(=O)(=O)c2ccc3c(c2)OCCO3)CC1,0.1%,-0.2%,0.4,44,7%,6%,5.0%,1%,-5%,0%
C=CCn1nnnc1SCC(=O)Nc1ccccc1C(=O)OC,-0.4%,1.3%,-0.5,80,13%,13%,-1.0%,1%,-4%,6%
O=C(c1cc(Br)c(Br)s1)N1CCOCC1,·,-1.6%,-0.3,58,10%,3%,0.8%[50 µM],-1%,·,·
Cc1ccc(S(=O)(=O)N2[C@@H](c3cccc(Cl)c3)C(C(=O)O)=CC[C@H]2c2ccc(C(C)C)cc2)cc1,·,6.9%,3.6,94,14%,26%,-2.1%,36µM*,·,·
CC(C)CNC(=O)c1ccccc1N(Cc1ccccc1)S(C)(=O)=O,-0.6%,-0.6%,1.3,62,7%,8%,0.5%,-2%,1%,2%
FC(F)(F)c1cc(Oc2ccc(Cl)cc2)ncc1-c1nnc(-c2ccc(Cl)cc2)o1,0.0%,·,0.1,54,2%,10%,-0.4%,-9%,8%,-1%
CC(C)NC(=O)C1c2ccccc2Oc2ccccc21,-0.1%,0.2%,0.9,74,7%,7%,0.1%,3%,-2%,10%
CS(=O)(=O)c1ncc(Cl)c(C(=O)Nc2ccc(N3CCOCC3)cc2)n1,·,9.5%,0.5,32,14%,?,-0.2%,>100µM*,-10%,-5%
CC[C@]12c3[nH]c4ccc(Cl)cc4c3CCN1C(=O)[C@@H](CC(=O)NC/C=C(\C)CCC=C(C)C)C[C@@H]2C(=O)N1CCN(C(=O)c2ccco2)CC1,·,·,12,59,3%,·,1.1%,-5%,·,·
Fc1ccc(NC(=S)Nc2cccnc2)c(Cl)c1,-0.2%,0.3%,-1.4,61,9%,3%,0.6%,-4%,-8%,2%

# Grouped by structure, the entries above containing two or more sulfur atoms
SMILES,West Nile antiviral,RSV CPE inhibition,NTR1 ag,NTR1 ag cell count 20 µM,Rac1 GTP hydrolysis,Large T inhibition,UTI89 phage lysis,NS5 inhibitors,AID2073,Siah-1 displacement
CCOC(=O)c1cc(-c2ccccc2)sc1NC(=O)C(C)Sc1nnc(C)s1 (stereo not drawn),-1.9%,12%,1.0,110,11%,6%,0.3%,-13%,8%,4%
CCCCn1c(-c2csc3c2CCCC3)n[nH]c1=S,-0.8%,-1.6%,4.2,61,·,-13%,·,·,-26%,-4%
O=C(c1ccc(Cl)c(S(=O)(=O)N2CCOCC2)c1)N(Cc1ccco1)Cc1cccs1,·,·,1.5,48,2%,·,0.3%[50 µM],-9%,·,·
CN(C)S(=O)(=O)c1cccc(NC(=O)CSc2nc3ccccc3[nH]2)c1,-1.3%,7.3%,0.6,21,2%,13%,-0.3%,-4%,11%,4%
O=C(NCc1cccs1)C1CCN(S(=O)(=O)c2ccc3c(c2)OCCO3)CC1,0.1%,-0.2%,0.4,44,7%,6%,5.0%,1%,-5%,0%

# Screening results from PubChem BioAssay.
